Compound activity as filed in PubChem.
MT stabilizer: microtubule stabilizers in HeLa cells; HeLa tubulin immunostaining HCS, 24 h; share of cells brighter than vehicle mean+2SD; hit rate 0.83% among 200,000; % tubulin-high responders, % at 10 µM; AID 2205;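 active means plate Z-score above 3 for both tubulin-high and condensed-nucleus cell shares, with cell loss under 80%, at 10 µM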;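 further: anti alpha tubulin signal scored within the nucleus-defined area of each cell; some results filed as inactive read as strong as hits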
Insulin prom up: MIN6 insulin promoter up-regulation. MIN6 insulin promoter-GFP reporter, high-content imaging; stronger effect = higher value. z-score at 5 µM. hit rate 0.3% among 190,000;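 active means z-score above 3 at 5 µM with at least 500 cells counted in the well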
T cell HTS: modulates CD8 T cell binding to vesicles. 2C CD8+ T cell-vesicle binding, flow cytometry; stronger effect = lower value. calls only at 7 µM. hit rate 0.068% among 330,000;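 active means response, share of CD8 T cells binding vesicles, and their 90th percentile fluorescence all below set limits, cut at about 80% in these data, passing the limit was not always enough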
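System: murine 2C transgenic CD8+ T lymphocytes; also added: QL9-loaded Drosophila micro-vesicles; times: binding 1.5 h at 37 °C; measured by: flow cytometry, PE anti-B7-1 (FL2) versus Alexa647 anti-CD8 (FL8), PFA-fixed; control set: Peptide-free naked vesicles (low) and QL9 vesicles with 0.7% DMSO vehicle (high)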
human PMI inhibition: MPI enzyme activity inhibition – biochemical, fluorescence intensity, coupled assay, primary screen (AID 1209); purified PMI enzyme, coupled fluorescence intensity; higher % means a stronger effect; inhibition, % at 20 µM, or IC50 in µM where a hit was titrated; hit rate 0.42% among 190,000; in the data active means inhibition above about 50%;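 further: plate controls were DMSO vehicle for no effect and wells lacking substrate for full effect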
TNAP activators: stimulation of alkaline phosphatase TNAP activity – biochemical, luminescent, no phosphate acceptor, uHTS, primary screen (AID 1001) | purified TNAP, luminescent activation assay, no phosphate acceptor; higher activation fold means a stronger effect | one-dose activation fold at 20 µM; EC50 in µM for titrated hits | hit rate 0.03% among 200,000; in the data active means activation fold from about 3, or a potency from the dose series; inactive means the rest, 99 in 100 with activation fold below about 1.6; further: many of its hits are not listed in these tables
Myeloid diff MLP: myeloid differentiation induction | ER-HoxA9 myeloid progenitors, lysozyme-GFP differentiation, flow cytometry | calls only at 10 µM | hit rate 1% among 360,000 | AID 624256;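 active means normalized GFP-positive differentiation at or above the plate's own cutoff, the solvent-only control mean plus 3 SD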;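 further: cells exposed to compound for four days before flow analysis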
b-catenin transl: alters nuclear translocation of beta-catenin in HeLa cells. nuclear translocation activity, % at 5 µM. AID 1665. hit rate 0.3% among 190,000. immunofluorescence imaging;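 active means nuclear translocation activity above 50% at 5 µM, with a well cell count of 50 or more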;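 further: per-cell ratio of nuclear to cytoplasmic median beta-catenin stain intensity; plate controls were DMSO negative control for no effect and GSK-3 inhibitor IX positive control for full effect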
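Test system: human HeLa cells, endogenous beta-catenin. Times: 24 h compound exposure, 37°C. Measured by: beta-catenin immunofluorescence imaging with DAPI.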
Hep lipid drop: hepatic lipid droplet formation modulation. AID 1656. hit rate 0.4% among 240,000. AML12 mouse hepatocytes, oleate lipid droplets, BODIPY imaging. inhibition, % at 6.5 µM;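 active means lipid droplet intensity inhibited by at least 50%, with more than 500 cells counted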
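Material – AML12 mouse liver cells · Also added – oleate loading, 100 µM · Compound dosing – 6.5 µM single-point dosing · Times – overnight treatment with compound plus oleate · Measured by – fluorescence imaging, 20x objective, two fields per well · Read-out – percent inhibition of filter-corrected integrated lipid droplet intensity per well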
Dynein cargo inh: dynein cargo transport inhibition. hit rate 0.47% among 220,000. 3617.4 mouse cells, GR-EGFP nuclear translocation imaging; test concentration mostly 20 µM; stimulated with dexamethasone, 1 µM; stronger effect = lower value. AID 1381. z-score, hits read low;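 active means plate z-score of nuclear minus cytoplasmic receptor signal below a set negative limit, without overly bright fluorescence or cell loss, cut at about -3.5 in these data, passing the limit was not always enough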;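 further: z-score of nuclear minus cytoplasmic ring GR-EGFP intensity difference per well; some compounds called inactive have numbers as strong as hits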
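Buffer or medium: tet-free, stripped-serum medium; Also added: dexamethasone, 1.0 µM final; Technique: high-content fluorescence imaging after fixation; Times: 48 h induction, 1 h compound, 30 min dex at 37 °C; Read-out: per-cell GR-EGFP intensity, nucleus versus surrounding cytoplasmic ring, well-averaged.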
Dynein cargo inh cytoplasmic EGFP: second read-out of Dynein cargo inh, no call of its own (marks repeat the call); z-score; measured here: cytoplasmic GR-EGFP intensity; stronger effect = higher value
Dynein cargo inh nuclear GR-EGFP: recorded beside Dynein cargo inh, whose call it bears; z-score; measured here: nuclear GR-EGFP intensity;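 lower value marks the stronger effect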
Dynein cargo inh cell count: second read-out of Dynein cargo inh, no call of its own (marks repeat the call); z-score; measured here: cell count per field
Insulin prom up cell count: also measured in Insulin prom up; calls as there; cell count; measured here: cytotoxicity, nuclei count;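 total cells summed across four imaged fields per well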
Hep lipid drop cells 6.5 µM: further read-out of Hep lipid drop, marked with its call; cell count; measured here: cell count, cytotoxicity flag;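 cells counted across two imaged fields per well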
b-catenin transl cell count 5 µM: also measured in b-catenin transl; calls as there; cell count; measured here: cell count, cytotoxicity flag
T cell HTS vesicle-bound %: recorded beside T cell HTS, whose call it bears; double positive events, %; measured here: CD8+ vesicle-bound cell fraction;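 binding gate set so that unloaded-vesicle control wells show 10% double positive cells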
MT stabilizer Hoechst-high %: recorded beside MT stabilizer, whose call it bears; % Hoechst-high responders; measured here: nuclear condensation Hoechst responders;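 share of cells brighter than vehicle mean plus two SD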
MT stabilizer cytotoxicity %: further read-out of MT stabilizer, marked with its call; toxicity, %; measured here: cytotoxicity by cell density;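 0% = mean cell density of plate MIN control wells and 100% = no cells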
Myeloid diff MLP GFP+ MAC1+ %: further read-out of Myeloid diff MLP, marked with its call; GFP+ MAC1+ double positive, %; measured here: differentiation confirmed by MAC1 staining
* hit, by the source's call; i = inactive; / = not tested or not shown.

Screens by letter – A = MT stabilizer; B = MT stabilizer Hoechst-high %; C = MT stabilizer cytotoxicity %; D = Insulin prom up; E = Insulin prom up cell count; F = T cell HTS; G = T cell HTS vesicle-bound %; H = human PMI inhibition; I = TNAP activators; J = Myeloid diff MLP; K = Myeloid diff MLP GFP+ MAC1+ %; L = b-catenin transl; M = b-catenin transl cell count 5 µM; N = Hep lipid drop; O = Hep lipid drop cells 6.5 µM; P = Dynein cargo inh; Q = Dynein cargo inh cytoplasmic EGFP; R = Dynein cargo inh nuclear GR-EGFP; S = Dynein cargo inh cell count
> CCOC(=O)CSCCOc1ccc(C=C2C(=O)NC(=O)NC2=O)cc1OC
  A = 2.6; B = 1.8; C = 6.3; D = -0.06; E = 1013; F = i; G = 34; H = -14%; I = 1.1; J = i; K = 0.0; L = 1.0; M = 1066; N = 12; O = 728; P = -0.32; Q = -0.12; R = -0.057; S = -1
> CC(=NCCN1CCCCC1)c1c(O)n(-c2ccccc2)c(=O)[nH]c1=O
  A = /; B = /; C = /; D = /; E = /; F = i; G = 34; H = /; I = /; J = i; K = 0.4; L = 0.4; M = 1392; N = 7; O = 680; P = -1.3; Q = -0.85; R = -0.89; S = 1.1
> Cc1ccnc(-n2c(-c3ccccc3)nc3ccccc3c2=O)c1
  A = 0.6; B = 1.7; C = 8.9; D = -0.08; E = 1974; F = i; G = 9; H = 20%; I = 1.2; J = i; K = 0.8; L = -0.9; M = 1064; N = -4; O = 672; P = -0.055; Q = -0.41; R = 0.17; S = 0.13
> COc1ccc(C(=O)c2nc3ccccc3n2C(C)C)cc1
  A = 4.1; B = 2.6; C = 1.1; D = 0.02; E = 1687; F = i; G = 44; H = 3%; I = 1; J = i; K = 0.5; L = 2.1; M = 917; N = -55; O = 713; P = 3.2; Q = -0.2; R = 1.4; S = -1.2
> O=C1NC(=O)N(c2ccc(Br)cc2)C(=O)/C1=C/c1ccsc1
  A = 1.8; B = 2.3; C = 0.4; D = 0.61; E = 1163; F = i; G = 44; H = -28%; I = 0.9; J = i; K = 0.6; L = -0.9; M = 1063; N = 0; O = 697; P = 0.11; Q = -0.37; R = 0.43; S = 0.089
> c1ccc(C2CC3CC4(CCCC4)N2O3)cc1 (configuration not stated)
  A = 5.3; B = 3.7; C = 6.2; D = 0.18; E = 1222; F = /; G = /; H = 9%; I = 1.1; J = i; K = 5.4; L = 0.7; M = 1170; N = /; O = /; P = 0.79; Q = -0.32; R = 0.25; S = -0.61
> O=C(CCc1nc(-c2ccccc2F)no1)N1CCC2(CC1)OCCO2
  A = 2.8; B = 1.4; C = 5.6; D = 0.9; E = 1577; F = i; G = 16; H = -10%; I = 1.1; J = i; K = 1.4; L = -8.5; M = 1035; N = /; O = /; P = 0.58; Q = -0.24; R = 0.26; S = 0.58
> Cc1nn(C2CCOC(C)(C)C2)c2c1C(c1ccc3c(c1)OCO3)SCC(=O)N2 (configuration not stated)
  A = 6.0; B = 2.0; C = 9.8; D = -1.4; E = 1333; F = i; G = 56; H = -4%; I = 1.1; J = i; K = 0.8; L = -1.7; M = 832; N = /; O = /; P = 0.98; Q = -0.15; R = 1.2; S = -1.1

A draw from above in order of SMILES length, high to low:
Screens by letter – A = MT stabilizer; B = MT stabilizer Hoechst-high %; C = MT stabilizer cytotoxicity %; D = Insulin prom up; E = Insulin prom up cell count; F = T cell HTS; G = T cell HTS vesicle-bound %; H = human PMI inhibition; I = TNAP activators; J = Myeloid diff MLP; K = Myeloid diff MLP GFP+ MAC1+ %; L = b-catenin transl; M = b-catenin transl cell count 5 µM; N = Hep lipid drop; O = Hep lipid drop cells 6.5 µM; P = Dynein cargo inh; Q = Dynein cargo inh cytoplasmic EGFP; R = Dynein cargo inh nuclear GR-EGFP; S = Dynein cargo inh cell count
> O=C1NC(=O)N(c2ccc(Br)cc2)C(=O)/C1=C/c1ccsc1
  A = 1.8; B = 2.3; C = 0.4; D = 0.61; E = 1163; F = i; G = 44; H = -28%; I = 0.9; J = i; K = 0.6; L = -0.9; M = 1063; N = 0; O = 697; P = 0.11; Q = -0.37; R = 0.43; S = 0.089
> O=C(CCc1nc(-c2ccccc2F)no1)N1CCC2(CC1)OCCO2
  A = 2.8; B = 1.4; C = 5.6; D = 0.9; E = 1577; F = i; G = 16; H = -10%; I = 1.1; J = i; K = 1.4; L = -8.5; M = 1035; N = /; O = /; P = 0.58; Q = -0.24; R = 0.26; S = 0.58
> COc1ccc(C(=O)c2nc3ccccc3n2C(C)C)cc1
  A = 4.1; B = 2.6; C = 1.1; D = 0.02; E = 1687; F = i; G = 44; H = 3%; I = 1; J = i; K = 0.5; L = 2.1; M = 917; N = -55; O = 713; P = 3.2; Q = -0.2; R = 1.4; S = -1.2
> c1ccc(C2CC3CC4(CCCC4)N2O3)cc1 (configuration not stated)
  A = 5.3; B = 3.7; C = 6.2; D = 0.18; E = 1222; F = /; G = /; H = 9%; I = 1.1; J = i; K = 5.4; L = 0.7; M = 1170; N = /; O = /; P = 0.79; Q = -0.32; R = 0.25; S = -0.61

Only part of the results is shown; the hit share may differ from the screen's.
